Compound activity as filed in PubChem BioAssay.
D1 antag: blocks dopamine activation of the human D1 receptor. P21728. AID 504652. 3.2% of 360,000 active. activity change, negative = inhibition, % at 10 µM. HEK293 TREx D1 cells, calcium flux, dopamine EC80; hits give low values; in the data active means activity change below about -30%; further: on the % scale 0 is the no-effect control and ±100 the full control effect
Target sequence (P21728 whole entry, looked up): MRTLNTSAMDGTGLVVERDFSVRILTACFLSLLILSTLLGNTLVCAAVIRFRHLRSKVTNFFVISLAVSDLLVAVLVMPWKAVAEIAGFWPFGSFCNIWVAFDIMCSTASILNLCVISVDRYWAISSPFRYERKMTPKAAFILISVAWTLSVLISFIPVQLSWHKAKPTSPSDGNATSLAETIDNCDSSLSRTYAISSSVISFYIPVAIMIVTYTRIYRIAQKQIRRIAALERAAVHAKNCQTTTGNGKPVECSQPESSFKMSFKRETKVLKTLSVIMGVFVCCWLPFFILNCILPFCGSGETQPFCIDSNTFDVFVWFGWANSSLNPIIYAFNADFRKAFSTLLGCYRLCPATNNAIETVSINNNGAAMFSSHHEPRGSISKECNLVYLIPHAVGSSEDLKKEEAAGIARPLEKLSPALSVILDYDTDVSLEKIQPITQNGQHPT
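Calcium flux readout: force-coupled, inducible Hek293 Trex D1 line, cells induced overnight at 30 C with tetracycline, dye-loaded 30–90 min at RT. Antagonism scored against EC80 dopamine challenge given 180 s after compound.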
D1 agonist: human D1 receptor agonism | 1% of 360,000 active | HEK293 T-REx D1 cells, calcium flux, agonist mode | activation, % at 2 µM | P21728; further: 0% is about no effect
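Agonism was scored from calcium flux recorded over 180 s (1 read/s) after pintool compound addition, following a 10-cycle baseline. Cells were inducible force-coupled HEK293 TREx D1, plated overnight at 30 C and loaded with no-wash calcium dye.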
TRHR enhancer: allosterically enhances the human TRH receptor; P34981; TRHR cells, fluo-8 calcium fluorescence, EC20 TRH enhancement; enhancement, % at 2 µM; 0.66% of 360,000 active; AID 493056; in the data active means enhancement above about 30%; further: 0% is about no effect
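TRHR-expressing cells loaded with fluo-8 calcium dye were read kinetically (ex 480/em 530) during compound addition, then stimulated with an EC20 of TRH (10 nM final). Enhancement of the Gq-mediated intracellular calcium response was scored.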
RXFP1 antagonist: blocks the human relaxin receptor RXFP1. AID 1259400. 0.59% of 350,000 active. HEK293-RXFP1, relaxin-stimulated cAMP HTRF, 30 min; hits give low values. activity change, negative = inhibition, % at 57.5 µM;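 active means activity change of -60% or lower, but not beyond a set lower limit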; further: on the % scale 0 is the no-effect control and ±100 the full control effect
TRHR ag: TRH receptor (human) agonism. P34981. TRHR cells, calcium flux fluo-8, FDSS agonist mode. activation, % at 2 µM. 0.18% of 360,000 active; further: 0% is about no effect
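Steps: seed TRHR cells overnight; add fluo-8 no-wash Ca dye, RT 30 min–1.5 h; record 10 s baseline; pin-transfer compounds; monitor fluorescence 1 cycle/s for the agonist window. Calcium increases flag candidate agonists.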
D2 antagonist: antagonizes the human D2 dopamine receptor; HEK293 TREx D2 cells, calcium flux, dopamine EC80; P14416; 2% of 340,000 active; inhibition, % at 10 µM; in the data active means inhibition above about 30%; further: 0% is about no effect
Target sequence (P14416 whole entry, looked up): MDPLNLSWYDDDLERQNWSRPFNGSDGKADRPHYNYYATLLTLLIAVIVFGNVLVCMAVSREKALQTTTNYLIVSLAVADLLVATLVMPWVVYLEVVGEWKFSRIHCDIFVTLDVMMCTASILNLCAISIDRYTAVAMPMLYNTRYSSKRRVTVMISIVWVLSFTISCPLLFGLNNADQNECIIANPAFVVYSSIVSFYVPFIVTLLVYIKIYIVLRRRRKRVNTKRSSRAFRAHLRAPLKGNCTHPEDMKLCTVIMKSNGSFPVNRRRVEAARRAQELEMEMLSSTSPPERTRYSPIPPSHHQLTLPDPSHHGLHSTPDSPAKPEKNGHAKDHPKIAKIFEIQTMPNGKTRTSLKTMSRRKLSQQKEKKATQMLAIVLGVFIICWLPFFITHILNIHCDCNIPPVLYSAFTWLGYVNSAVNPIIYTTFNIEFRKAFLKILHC
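Compounds are added to dye-loaded, induced HEK293 T-REx cells coupled to calcium release via D2; after a 3 min kinetic read an EC80 dopamine stimulus is given and fluorescence is recorded for 3 more min.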
D1 PAM: enhances dopamine response at the human D1 receptor; P21728; HEK293 TREx D1 cells, calcium flux, dopamine EC20 potentiation; potentiation, % at 10 µM; 0.036% of 360,000 active; AID 504651; in the data active means potentiation above about 30%; further: 0% is about no effect
D2 ag: agonists of human D2 dopamine receptor. HEK293 T-REx D2 cells, calcium flux agonist mode. activation, % at 2 µM. 0.53% of 340,000 active. AID 485358;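 active means activation over 3 SD above normal in the single-dose calcium agonist read, cut at about 30% in these data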; further: 0% is about no effect
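Tetracycline-induced HEK293 T-REx cells with force-coupled D2 receptor, plated overnight at 30 C, loaded with no-wash calcium dye. After a 10 s baseline, compound was pin-added and calcium flux read kinetically for 180 s; calcium rises flagged agonists.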
D2 potentiator: positively modulates the human D2 dopamine receptor allosterically | HEK293 T-REx D2, calcium flux, EC20 dopamine potentiation | 0.34% of 340,000 active | P14416 | potentiation, % at 10 µM;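 active means potentiation over 3 SD above the plate norm, cut at about 30% in these data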; further: 0% is about no effect
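Potentiation of an EC20 dopamine calcium response measured kinetically over 180 s, after a preceding 180 s compound-only read flagging agonists. Cells: inducible Hek293 Trex D2 line, 4000/well, cultured overnight at 30 C before dye loading.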
* hit, by the source's call; x = not tested or not shown; & = joins results of further samples. Unless noted, no stated cut-off is given here; in the data, active means activation above about 30%; inactive means the rest.

Start of the listing, in advance, 3 compounds:
SMILES	D1 antag	D1 agonist	TRHR enhancer	RXFP1 antagonist	TRHR ag	D2 antagonist	D1 PAM	D2 ag	D2 potentiator
O=[N+]([O-])NC1=NCCN1Cc1ccc(Cl)nc1	-5	1	22	x	0.6	-4	11	-0.2	-9
c1ccc2sc(N3CCNCC3)nc2c1	5	2	4	-3	0.4	x	-3	x	x
COCCCn1c(N)c(C(=O)NCCC(C)C)c2nc3ccccc3nc21	12	1	2	-15	2.2	-5	-1	0.8	11

The list itself, previewed entries included:
SMILES	D1 antag	D1 agonist	TRHR enhancer	RXFP1 antagonist	TRHR ag	D2 antagonist	D1 PAM	D2 ag	D2 potentiator
O=[N+]([O-])NC1=NCCN1Cc1ccc(Cl)nc1	-5	1	22	x	0.6	-4	11	-0.2	-9
c1ccc2sc(N3CCNCC3)nc2c1	5	2	4	-3	0.4	x	-3	x	x
COCCCn1c(N)c(C(=O)NCCC(C)C)c2nc3ccccc3nc21	12	1	2	-15	2.2	-5	-1	0.8	11
COc1ccc(N=Cc2c(O)n(-c3ccc(C)cc3)c(=O)[nH]c2=O)cc1	2	2	51*	-2	0.3	-13	-1	0.5	12
CCOC(=O)c1c(NC(=O)C(c2ccccc2)c2ccccc2)sc2c1C1CCN2CC1	1	6	0	-15	1.4	13	5	2.2	1
Cc1ccc2c(c1)CC1(CN2C)C(=O)NC(=O)N(c2ccccc2C)C1=O (configuration not stated)	11	4	5	-2	0.2	-48	0	1.0	-8
C[C@]12CC[C@H]3C(CCC4(O)CC(O)CC[C@]34C=O)C1=CC[C@H]2c1ccc(=O)oc1 (some centres not stated)	5	2	-11	-2	0.1	15	-8	0.2	-10
CNS(=O)(=O)c1ccc(N=Cc2c(O)n(-c3cccc(C)c3)c(=O)[nH]c2=O)cc1	-10	3	-5	-24	0.3	-3	0	0.9	9
CCC(C)/C=C(C)/C=C/C1=CC2=C(Cl)C(=O)C(C)(OC(C)=O)C(=O)C2=CO1 (configuration not stated)	13	10	-6	x	-0.3	-3	-3	-0.6	-1
CN1CCN(c2nc([N+](=O)[O-])nn2C)CC1	4	6	-6	9	0.3	-3	-4	2.1	4
COc1ccc(C(=O)C2CCCN(Cc3ccc(F)cc3F)C2)cc1F (configuration not stated)	-32*	3	-10	-14	-0.3	3	-3	-0.3	12
C=CCn1c(O)c(C=NCCN2CCOCC2)c(=O)[nH]c1=S	-6	2	-2	7	0.6	-2	0	0.5	-3
Cc1ccc(C(C)(C)C)c(OCC(=O)Nc2ccc(Cl)cc2C(=O)c2ccccc2)c1	12	1	7	-7	0.3	x	-2	0.7	3
Cc1ccc(N(C)C(=O)Oc2ccc(C(=O)c3ccc(Cl)cc3)cc2)cc1	-2	2	-3	-14	-0.3	6	4	-0.8	-5
COC(=O)C1=C(c2c(C)noc2C)C[C@@H]2CC[C@H]1N2C(=O)NCCOc1ccccc1	-25	2	0	x	-0.5	-15	5	0.0	14
CCc1c(C)nc(N)nc1N1N=C1SCC(N)=O	2	0	-10	-11	-0.3	22	-1	-1.7	-5
COc1ccccc1CN1CCN(Cc2ccc(Cl)cc2)CC1	-28	2	-3	-2	-0.4	76*	-5	0.6	-24
CC(=O)Nc1cc([As](=O)(O)O)ccc1O	-4&6	2&1	5&2	3	-1.5&1.3	14&10	3&-1	1.4&0.6	6&3
C=CCn1c(O)c(C(C)=NCCN2CCN(C(=S)NC)CC2)c(=O)[nH]c1=O	3	2	3	-2	0.1	0	4	0.3	8
O=C(N/N=C/c1c(O)n(-c2cccc3ccccc23)c(=O)[nH]c1=O)c1ccncc1	-10	3	4	-2	-1.1	-8	10	-2.3	-9
N#Cc1cccc(NC(=O)CSc2nc3c(cc2C#N)N2CCC3CC2)c1	-7	0	-4	x	0.5	x	0	-0.3	-3
CCN1CCN(c2nc([N+](=O)[O-])nn2C)CC1	-4	3	5	-5	0.3	2	0	1.0	2
CN1CCN(c2ccccc2N)CC1	16	0	8	6	0.1	-12	4	0.7	-6
CC(=O)O[C@H]1CC[C@@]2(C)[C@H](C1)C(=O)C[C@H]1[C@@H]3CC[C@@H]4[C@@H](CN5C[C@@H](C)CC[C@H]5[C@@]4(C)O)[C@@H]3C[C@@H]12	2	2	-2	11	-0.1	8	2	-1.5	0
COc1ccc(C)cc1NC(=O)N1CCC2(CC1)OCCO2	2	2	14	-10	-0.9	-22	-2	0.2	7
O=[N+]([O-])c1ccc(N2CCCC2)cc1N/N=C1\CN2CCC1CC2	-17	-1	-3	-11	-0.4	6	-4	-1.7	5
O=C(COC(=O)Cc1ccccc1)Nc1nnc(-c2ccccc2)o1	-16	0	-12	7	0.2	31*	-6	0.2	-11
CCCCN1C(=O)NC(=O)C2(Cc3c(nc4ccccn4c3=O)N3CCc4ccccc4C32)C1=O (configuration not stated)	19	26	-10	-4	6.1	-13	8	4.7	3
Nc1ccc(Cl)cc1C(=O)c1ccccc1Cl	23	7	-5	-2	-0.4	7	-2	0.6	0
COc1cc(/C=C2/C(=O)NC(=O)N(c3ccc(C)cc3)C2=O)cc(OC)c1OC	2	1	6	-10	1.1	-2	5	0.2	0
CCC(=O)Nc1cc(C(=O)N2CCC3(CC2)OCCO3)ccc1S(=O)(=O)c1ccc(C)cc1	0	2	-8	-6	-0.1	-9	-3	0.1	-1
COc1ccc2c(CN3CC=C(c4ccccc4)CC3)cc(=O)oc2c1	6	0	6	-4	0.3	2	-4	0.3	-5
COc1ccc(OC)c(-n2c(O)c(C=Nc3c(C)n(C)n(-c4ccccc4)c3=O)c(=O)[nH]c2=O)c1	64	5	-4	19	0.7	x	4	x	x
O=C(Nc1ccc(OC(=O)N2CCCC2)cc1)N1CCOCC1	11	0	11	-9	0.0	-21	2	0.9	-11
CC(=O)c1c(C)[nH]c(C(=O)N2CCC3(CC2)OCCO3)c1C	-17	1	-2	0	0.5	x	-8	x	4
COc1ccc(OC(=O)N(C)C)c(CN(C)C)c1	-19	3	2	-10	0.3	4	0	0.1	1
CC(=O)Nc1ccccc1C(=O)C(=O)Nc1cccc(C(=O)N2CCC3(CC2)OCCO3)c1	20	2	2	-8	0.5	16	2	2.8	13
CN1CCc2nc3ccc(F)cc3c(C(N)=O)c2C1	-2	1	3	-5	-0.1	-4	-4	0.0	-1
CN(C)S(=O)(=O)c1cccc(C(=O)N2CCC(C(=O)O)(c3ccccc3)CC2)c1	4	3	1	9	0.4	22	-4	-0.8	-1
Cc1ccsc1-c1nc(CSCC(=O)N2CCC3(CC2)OCCO3)c(C)o1	-25	12	-6	-15	0.0	-11	-3	0.4	-3
COc1ccc(OC)c(-n2c(O)c(C=NCc3ccc4c(c3)OCO4)c(=O)[nH]c2=O)c1	-3	6	13	-1	-1.9	1	-6	0.3	1
CCOC(=O)c1ccc(NC(=O)CSc2nc3c(cc2C#N)N2CCC3CC2)cc1	-9	0	13	x	-1.6	x	-4	-0.1	12
O=C(c1cc(=O)[nH]c2ccc(Br)cc12)N1CCC2(CC1)OCCO2	-1	1	0	9	0.7	2	-2	0.2	-12
O=C(Cc1ccccc1)Oc1cccc(-n2cnnn2)c1	3	1	5	-8	0.4	-23	3	1.6	4
CCCCc1nc2ccccc2c(=O)n1-c1ccc(Cl)cc1[N+](=O)[O-]	-13	2	-8	-22	0.0	14	-1	0.0	4
COc1ccc(-n2c(-c3ccco3)nc3ccccc3c2=O)cc1	-1	1	6	-17	-0.5	x	-2	x	x
O=C(CCN1CCCCC1)Nc1ccc(Br)cc1C(=O)c1ccccc1	1	6	-2	-1	0.4	10	-4	1.2	-8
COc1ccccc1CCNC1CCCC(C)C1 (configuration not stated)	4	3	2	17	0.4	8	-4	-0.3	-11
CC(=O)c1c(C)n(CCCOC(C)C)c2ccc(O)cc12	-14	2	-7	-4	-0.3	x	-2	x	-4
COc1ccc(-n2c(/C=C\c3ccccc3F)nc3ccccc3c2=O)c(OC)c1	8	0	3	-18	0.0	x	5	x	13

Exported with bars between the fields: part of the list above.
Compound | D1 antag | D1 agonist | TRHR enhancer | RXFP1 antagonist | TRHR ag | D2 antagonist | D1 PAM | D2 ag | D2 potentiator
O=C(CCN1CCCCC1)Nc1ccc(Br)cc1C(=O)c1ccccc1 | 1 | 6 | -2 | -1 | 0.4 | 10 | -4 | 1.2 | -8
COc1ccccc1CCNC1CCCC(C)C1 (configuration not stated) | 4 | 3 | 2 | 17 | 0.4 | 8 | -4 | -0.3 | -11

Other structures follow.
SMILES	D1 antag	D1 agonist	TRHR enhancer	RXFP1 antagonist	TRHR ag	D2 antagonist	D1 PAM	D2 ag	D2 potentiator
CC(N)Cc1c[nH]c2cc3c(cc12)OCCO3 (configuration not stated)	-7	-1	-5	-11	0.7	3	3	0.3	-17
NC(=S)/N=C/c1c(O)[nH]c(=O)[nH]c1=O	-10	3	26	8	0.0	10	-1	0.0	1
CC(=O)OC(C)(C)/C=C/C(=O)C(C)(O)C1[C@H](O)C[C@@]2(C)C3CC=C4C(CC[C@@H](O)C4(C)C)[C@]3(CO)C(=O)C[C@]12C (some centres not stated)	0	0	8	-8	-0.1	8	0	-0.7	0
O=C1Nc2ccccc2/C1=C/c1cnc[nH]1	-8	1	8	5	-0.6	-7	-4	0.1	13
CN(C)C1=NC(N(C)C)=NP(N(C)C)(N(C)C)=N1	-17	2	-1	2	-0.2	6	6	0.1	2
O=C(O)[C@H]1C[C@@H]1[C@H](NP(=O)(c1ccccc1)c1ccccc1)c1ccccc1	2	-4	4	x	-0.6	-6	0	0.0	-1
CCN1C[C@]2(C)CC[C@H](O)[C@]34C1[C@H](C[C@H]23)[C@@]1(O)C[C@H](OC)[C@H]2C[C@@H]4[C@@H]1C2O (some centres not stated)	23	0	3	x	1.2	11	-1	0.7	-6
CC1CN=C(Nc2cccc3ccccc23)S1 (configuration not stated)	1	9	-1	-1	-0.5	9	1	0.0	7
Cn1cc(C=C2C(=O)NC(=O)NC2=O)c2ccccc21	2	13	-1	-3	-0.7	-4	-4	-0.6	4
CC1CCCN(C(=O)c2ccc(N3CC4CC(C3)c3cccc(=O)n3C4)c([N+](=O)[O-])c2)C1 (configuration not stated)	5	4	-2	3	-0.6	x	-2	x	x
O=C(Nc1ccc(F)cc1)OC1CN2CCC1CC2 (configuration not stated)	4	6	5	-5	1.5	-24	2	1.4	2
O=C(COc1ccccc1)N1CCN(C/C=C/c2ccccc2)CC1	4	3	18	3	-0.4	9	8	0.1	-23
COc1ccccc1CN1CCN(C(=O)COc2cccc(C)c2)CC1	-6&-13	1&1	-5&12	-8&-4	-0.3&-0.9	x	-2&-1	-2.2	-22
Oc1c(Br)c(Br)c(Br)c(Br)c1Br	x	3	-2	x	-0.4	3	1	-1.1	18
CCOCC(=O)NC1CCSC1=O (configuration not stated)	-3	3	-1	-5	-0.9	-14	-2	0.3	19
Oc1cc2c(cc1CN1CCN(c3ccc(F)cc3)CC1)OCO2	-13	3	7	-16	-0.2	58*	x	0.8	-21

Some of the entries above in a different format:
Below each SMILES – D1 antag	D1 agonist	TRHR enhancer	RXFP1 antagonist	TRHR ag	D2 antagonist	D1 PAM	D2 ag	D2 potentiator
> O=C(COc1ccccc1)N1CCN(C/C=C/c2ccccc2)CC1
 : 4	3	18	3	-0.4	9	8	0.1	-23
> COc1ccccc1CN1CCN(C(=O)COc2cccc(C)c2)CC1
 : -6&-13	1&1	-5&12	-8&-4	-0.3&-0.9	x	-2&-1	-2.2	-22

These rows are one share of the data (hit frequency here may not be typical).
